Source: PubChem
SV40 large T antigen: SV40 large T antigen inhibitors, biochemical (AID 1903) | SV40 large T antigen ATPase/helicase inhibition assay; higher % means a stronger effect | 310,000 tested, 0.39% active | one-dose inhibition, % at 20 µM; IC50 in µM for titrated hits; in the data active = a potency from the dose series; inconclusive = inhibition mostly from about 32% at the one dose, without a potency; inactive = the rest, 99 in 100 with inhibition below about 32%; also: strong numbers were not always called active
HIV peptide binding: inhibitors of HIV fusion peptide binding, primary screen, biochemical, uHTS, fluorescence dequenching (AID 1986); cell-free peptide binding, fluorescence dequenching, 30 min; higher % means a stronger effect; inhibition, % at 20 µM; hits with a dose series show IC50 in µM; 290,000 tested, 0.3% active; in the data active = inhibition mostly above about 52%, no sharp cut-off; inactive = mostly below about 76%; also: some results filed as inactive read as strong as hits
Rac1 GTP hydrolysis: MgcRacGAP GTPase-activating activity inhibitors, confirmation, biochemical, ADP Hunter fluorescence; MgcRacGAP-stimulated Rac1 GTP hydrolysis, ADP Hunter fluorescence; higher % means a stronger effect; GST-tagged Rac1 F28L mutant substrate; one-dose inhibition, % at 30 µM; IC50 in µM for titrated hits; 340,000 tested, 0.6% active; AID 624330;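 active = first-screen hits whose inhibition reached a set limit at any dose in the follow-up dose series; inconclusive = inhibition above the set first-screen limit but never retested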;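 also: fluorescence reports GDP produced by GAP-driven GTP hydrolysis; strong numbers were not always called active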
KOR beta-arrestin-1: kappa opioid receptor blockers – cell-based, luminescence, uHTS (AID 1778). KOR beta-arrestin recruitment, luminescence, antagonist mode; higher % means a stronger effect. 290,000 tested, 0.091% active. inhibition, % at 10 µM; hits with a dose series show IC50 in µM; also: strong numbers were not always called active
GPR55 beta-arrestin: selective activators of receptor GPR55 – imaging, U2OS cells, beta-arrestin-GFP redistribution, primary screen (AID 1961); U2OS GPR55 beta-arrestin-GFP redistribution imaging; higher % means a stronger effect; activation, % at 10 µM, or EC50 in µM where a hit was titrated; 290,000 tested, 0.048% active;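 active = activation above 40% with more than 50 cells counted in the well; inconclusive = wells holding fewer than 50 cells, flagged as toxic or sparse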;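 also: U2OS osteosarcoma cells stably expressing GPR55 and beta-arrestin-GFP; plate controls were DMSO negative control for no effect and LPI positive control for full effect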
NOD1 inhibition: inhibition of NOD1-driven NF-kB reporter – cell-based, luminescence, uHTS, primary screen (AID 1578) | inhibition, % at 4 µM; hits with a dose series show EC50 in µM | NOD1-driven NF-kB luciferase reporter cells, luminescence; higher % means a stronger effect | 290,000 tested, 1% active; in the data active = inhibition mostly above about 36%, no sharp cut-off; inactive = mostly below about 34%;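 also: HEK-293T reporter cells stimulated with the NOD1 agonist gamma-tri-DAP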
KOR beta-arrestin-2: kappa opioid receptor activators – cell-based, luminescence, uHTS, primary screen (AID 1777) | KOR beta-arrestin recruitment, luminescence; higher % means a stronger effect | one-dose activation, % at 10 µM; EC50 in µM for titrated hits | 280,000 tested, 0.02% active; in the data active = activation above about 50%, passing the limit was not always enough; also: a part of the inactive calls stands beside numbers as strong as those of hits
GPR55 antagonists: inhibition of LPI-stimulated GPR55 beta-arrestin translocation – imaging, U2OS, beta-arrestin-GFP, LPI agonist, primary screen (AID 2013); 290,000 tested, 0.13% active; U2OS GPR55 beta-arrestin-GFP translocation imaging, LPI antagonism; higher % means a stronger effect; inhibition, % at 10 µM, or IC50 in µM where a hit was titrated;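 active = spots per cell inhibited over 60%, with over 100 cells counted and total cytoplasm intensity under 500,000; inconclusive = wells with under 100 cells, flagged as likely toxic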;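 also: U2OS cells stably carrying GPR55 and arrestin-GFP stimulated by 5 µM LPI near EC80; imaged beta-arrestin-GFP aggregate spots per cell after agonist stimulation; plate controls were LPI-stimulated DMSO wells for no effect and DMSO wells without LPI for full effect; some results filed as inactive read as strong as hits; confirmed hits need IC50 under 10 µM and bright autofluorescent wells are also inconclusive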
NOD2 inhibition: NOD2 signaling inhibitors, cell-based, luminescence, uHTS, HEK293 (AID 1566); 290,000 tested, 0.63% active; HEK293 NOD2/NF-kB luciferase reporter, luminescence; higher % means a stronger effect; one-dose inhibition, % at 4 µM; EC50 in µM for titrated hits; also: many of its hits are not listed in these tables
Numbers without * were called inactive; ? = inconclusive; nt = no result given; [ ] = remark or other dose. Rule as the data show it, unless noted: active = inhibition above about 50%; inactive = the rest.

SMILES	SV40 large T antigen	HIV peptide binding	Rac1 GTP hydrolysis	KOR beta-arrestin-1	GPR55 beta-arrestin	NOD1 inhibition	KOR beta-arrestin-2	GPR55 antagonists	NOD2 inhibition
COc1ccc(CCCc2nnc(SCC(=O)Nc3ncc(C)s3)o2)cc1	7%	-1.5%	11%	4%	0.2%	-3%	-2.4%	-1%	-25%
CCOc1ccc(OCCOCCOc2ccccc2Cl)cc1	5%	2.0%	7%	9%	0.2%	-12%	-0.5%	9%	10%
O=C1c2ccccc2C(=O)N1CCOCCN1C(=O)c2ccccc2C1=O	4%	3.3%	10%	-4%	-0.2%	-6%	-6.5%	-1%	-4%
COc1ccc(C2(CNC(=O)CCC(=O)O)CCCC2)cc1OC	5%	1.0%	1%	29%	-0.1%	-11%	4.0%	-5%	11%
Cc1ccccc1CSCCNC(=O)COc1ccc(Cl)cc1	8%	1.2%	12%	-7%	-0.2%	-22%	0.7%	-5%	-10%
N/C(=N\OC(=O)CC1CCCCC1)c1ccncc1	nt	1.3%	4%	-34%[20 µM]	1.0%	-5%	nt	5%	12%
Cc1ccc(-c2nc(=S)c3c(n2Cc2ccco2)CC(C)(C)OC3)cc1	21%	5.3%	12%	-25%	-0.1%	12%	-1.7%	-15%	-19%
Cc1ccc(CNC(=O)Cc2csc(Nc3nc(=S)[nH]c4ccccc34)n2)cc1	3%	-0.1%	nt	-38%	-0.1%	2%	3.6%	7%	17%
CCS(=O)(=O)NCC(c1cccnc1)N1CCN(c2ccc(OC)cc2)CC1 (stereo not drawn)	30%	-2.3%	23%	1%	0.9%	-30%	-6.2%	8%	8%
C/C(N)=C(/C#N)C(=O)COC(=O)c1ccccc1C(=O)c1ccc(C)cc1	23%	1.3%	6%	16%	0.0%	-45%	-3.5%	6%	-2%
CC1(C)CC(NS(=O)(=O)c2ccc(Cl)cc2)CC(C)(C)N1	8%	-1.8%	11%	9%	0.2%	1%	3.9%	-6%	10%
Oc1ccc2ccccc2c1CN1CCOCC1	25%	-4.0%	27%	-14%	0.4%	6%	4.7%	12%	6%
CCOc1ccc(-c2cnc(NCc3cccc4ccccc34)n2CCOC)cc1	8%	-1.7%	?	-6%	1.7%	58%	7.3%	18%	-7%
CC(C)(C)NC(=O)C(=O)N/N=C/c1cccs1	8%	1.1%	2%	-27%	0.0%	-1%	3.5%	-3%	-58%
Nc1scc[n+]1Cc1cccc2cccnc12	21%	0.8%	4%	23%	-0.1%	-2%	0.6%	-2%	4%
CN1CCN(C(=O)CSc2ccc(C(F)(F)F)cc2[N+](=O)[O-])CC1	8%	-0.2%	6%	nt	0.2%	-13%	3.0%	18%	12%
CCOC(=O)c1ccccc1NC(=O)CSc1nnc(COc2ccccc2)n1CC	3%	0.7%	8%	28%	-0.2%	3%	-6.3%	-2%	12%
Cc1nn(CC(=O)c2ccc(Cl)s2)c(C)c1[N+](=O)[O-]	-4%	4.2%	3%	3%	-1.1%	-20%	1.1%	15%	5%
c1ccc(CSc2ccc(-c3cccs3)nn2)cc1	3%	2.0%	-5%	30%	-0.2%	-26%	-0.3%	6%	-96%
COc1ccc(CCNC(=O)C2CC=CCC2C(=O)O)cc1 (stereo not drawn)	10%	-1.1%	9%	0%	-0.2%	-30%	0.4%	7%	-2%
O=C(COC(=O)c1ccccc1O)Nc1ccc(S(=O)(=O)N2CCCCC2)cc1	7%	0.2%	2%	0%	0.2%	-14%	-2.6%	26%	7%
O=C(Oc1cccnc1)c1ccc(Cl)c(Cl)c1	12%	-1.2%	14%	-3%	-0.1%	nt	2.8%	8%	13%
Cc1ccc(NC(=O)CCn2c(=S)oc3ccccc32)cc1	12%	-2.0%	15%	-2%	0.6%	-14%	-2.0%	10%	4%
Cc1sc(NC(=O)c2ccco2)nc1-c1ccc2c(c1)CC(C)N2C(=O)C1CC1 (stereo not drawn)	26%	-0.9%	13%	-24%	-1.0%	0%	2.3%	-18%	-14%
NS(=O)(=O)c1ccc(NC(=S)Nc2nn(Cc3ccc(Cl)cc3Cl)cc2Cl)cc1	8%	-0.9%	5%	nt	0.5%	-10%	0.5%	2%	21%
Cc1ccc2cc(/C=N/NC(=O)[C@H]3C[C@@H]3c3ccccc3)c(Cl)nc2c1	13%	-0.8%	5%	-5%	0.1%	-17%	0.4%	7%	-13%
Cc1noc(C)c1CSCC(=O)OCC(=O)N1CC(=O)Nc2ccccc21	-1%	-3.8%	2%	5%	-0.1%	-13%	-2.6%	19%	4%
Cc1cc(SCc2ccc(C(F)(F)F)cc2)nc(=O)[nH]1	8%	1.7%	-5%	-51%	-0.2%	-24%	-3.6%	4%	-2%
Cc1ccc(C2CC2c2n[nH]c(=S)n2-c2ccc(C)cc2)cc1 (stereo not drawn)	-6%	-0.1%	13%	-22%	-0.1%	-10%	-5.3%	8%	16%
O=C(NCC1CC1)Nc1ccccc1F	5%	1.2%	1%	11%	-0.1%	-5%	-2.1%	5%	-11%
Cc1cccc(CCNC(=O)Cn2ncc3c([nH]c4ccc(C)cc43)c2=O)c1	9%	-1.7%	-11%	4%	-0.1%	-7%	0.8%	4%	-4%
Cc1ccccc1N1CCN(Cc2ccc(Br)o2)CC1	2%	0.5%	26%	3%[20 µM]	-0.1%	16%	11%	26%	9%
Cn1cnc2c1c(=O)n(Cc1cccc(Br)c1)c(=O)n2C	28%	0.8%	0%	35%	0.0%	-5%	9.6%	0%	12%
Cc1ccc(C(=O)NCCSc2snnc2C)cc1	-6%	0.1%	7%	-21%	0.1%	-15%	-2.2%	11%	1%
OCC1(CCOc2ccccc2)CCN(Cc2ccncc2)CC1	-2%	-1.0%	1%	-31%[20 µM]	1.4%	18%	-3.5%	6%	-16%
CC1CCCC(NC(=O)c2ccc(CNc3c(N4CCCC4)c(=O)c3=O)cc2)C1C (stereo not drawn)	6%	1.7%	1%	20%	-0.3%	-28%	-2.0%	1%	-9%
O=C(CCN1C(=O)/C(=C\c2cccs2)SC1=S)Nc1ccc(C(=O)O)cc1	11%	17%	8%	4%	-0.2%	-29%	-4.0%	11%	8%
CCOC(=O)c1ccc(N2C(=O)CC(NC3CCN(C(=O)c4ccc(F)cc4)CC3)C2=O)cc1 (stereo not drawn)	0%	-0.1%	7%	26%	0.2%	-26%	-3.0%	0%	-4%
CCN(CCCNC(=O)CCNC(=O)Cn1cnc2ccccc2c1=O)c1ccccc1	4%	-1.7%	11%	-1%	0.0%	-12%	-0.3%	22%	12%
COc1cc(OC)cc(C(=O)NC(=S)Nc2ccc3oc(=O)ccc3c2)c1	3%	1.5%	2%	-40%	0.0%	-13%	3.8%	5%	27%
COc1cccc(C(=O)Nc2ccccc2C(=O)N2CCCC2)c1	-2%	-4.3%	2%	35%	-0.1%	29%	5.1%	1%	1%
O=C(C1=C(O)C(=O)N(CCN2CCOCC2)C1c1cccnc1)c1cc2ccccc2o1 (stereo not drawn)	9%	1.5%	7%	-3%	0.0%	-29%	2.2%	-9%	4%
Cc1ccc(N(CC(N)=O)C2SC(=O)N(C)C2=O)cc1 (stereo not drawn)	1%	-1.7%	0%	-30%	-0.1%	-7%	-1.5%	4%	-20%
S=C(NCCc1ccccc1)Nc1ccccn1	13%	-1.0%	6%	-18%	-0.1%	-27%	4.2%	10%	-10%
COc1cccc(OCCSc2nc(C)c(Cc3ccccc3)c(=O)[nH]2)c1	14%	1.3%	4%	-47%	-0.7%	11%	19%	3%	20%

Entries of single compounds, looked up by structure. Order of values: SV40 large T antigen | HIV peptide binding | Rac1 GTP hydrolysis | KOR beta-arrestin-1 | GPR55 beta-arrestin | NOD1 inhibition | KOR beta-arrestin-2 | GPR55 antagonists | NOD2 inhibition
COc1cccc(C(=O)Nc2ccccc2C(=O)N2CCCC2)c1 across the screens: -2% | -4.3% | 2% | 35% | -0.1% | 29% | 5.1% | 1% | 1%
CCN(CCCNC(=O)CCNC(=O)Cn1cnc2ccccc2c1=O)c1ccccc1 across the screens: 4% | -1.7% | 11% | -1% | 0.0% | -12% | -0.3% | 22% | 12%

(more compounds)
SMILES	SV40 large T antigen	HIV peptide binding	Rac1 GTP hydrolysis	KOR beta-arrestin-1	GPR55 beta-arrestin	NOD1 inhibition	KOR beta-arrestin-2	GPR55 antagonists	NOD2 inhibition
CCOc1ccc(N(CC)C(=O)COc2cc(=O)n(CC)c3ccccc23)cc1	-3%	6.6%	0%	6%	-0.1%	-39%	2.4%	10%	14%
CCOc1cc(C)nc(NCc2ccccc2)n1	12%	3.2%	2%	-39%	-0.1%	-2%	3.6%	4%	-9%
COc1ccc(N2CCN(Cc3nc4c(c(=O)n(C)c(=O)n4C)n3CC(C)=O)CC2)cc1	26%	-3.0%	20%	4%	0.1%	9%	-3.3%	5%	26%
Cc1cc(C)n(C(=O)c2cccc(S(=O)(=O)N3CCCCC3)c2)n1	7%	-0.7%	-4%	-27%	-0.1%	-11%	0.4%	-1%	-8%
COC(=O)c1ccc(C)c(NC(=O)c2ccc(CN3CCc4ccccc4C3)cc2)c1	13%	0.0%	12%	-18%	-0.2%	3%	-1.6%	2%	-1%
Cc1cccc(C)c1NC(=O)CCS(=O)(=O)c1ccc(Br)cc1	-3%	0.9%	4%	29%	0.3%	-14%	-3.9%	1%	5%
O=C(OCC(=O)N1CCN(C(=O)c2ccco2)CC1)c1cc(S(=O)(=O)Nc2ccc(Cl)cc2)ccc1O	7%	12%	11%	0%	0.1%	-29%	-2.3%	9%	10%
Cn1cnc2cc(NCc3ccccc3Cl)ccc21	23%	-1.4%	27%	7%	1.2%	-6%	-1.9%	8%	-9%
C/C(=N/NC(=O)c1ccco1)c1cccnc1	5%	-0.5%	-3%	-3%	0.2%	-23%	-0.5%	24%	-2%
C=CCc1cccc(/C=N/n2cnnc2)c1O	4%	-0.2%	-5%	14%	0.9%	19%	-2.0%	37%	-10%
O=C(Nc1ccc(-c2cn3c(n2)SCC3)cc1)c1ccco1	15%	-0.4%	11%	23%	-0.2%	-4%	3.0%	14%	-47%
CNC(=S)N1N=C(c2ccccc2)CC1c1ccccc1Cl (stereo not drawn)	1%	-0.9%	4%	-31%	0.0%	-10%	-3.3%	-4%	-6%
COc1ccc(C(=O)Nc2ccc(CN3CCOCC3)cc2)cc1	-3%	-2.0%	4%	-26%	0.3%	-31%	-3.2%	-7%	0%
CN(C)c1ccc(C(=S)NC2CCCCC2)cc1	3%	-2.2%	9%	-68%[20 µM]	-0.1%	-57%	-8.1%	2%	-77%
Cc1ccc(C2CC(C(F)(F)F)n3ncc(C(N)=O)c3N2)cc1 (stereo not drawn)	11%	-3.2%	12%	-40%	-0.1%	-2%	-4.1%	-1%	2%
CN(Cc1cc([N+](=O)[O-])c2cccnc2c1O)C1CCCCC1	-1%	5.6%	nt	-42%	-0.3%	18%	3.1%	2%	-4%
O=C(Oc1cccnc1)c1cc(S(=O)(=O)N2CCOCC2)ccc1Cl	17%	-0.7%	0%	-38%	0.2%	-1%	-3.2%	-12%	8%

Not all compounds are listed. The share of hits here may be higher or lower than overall.
